Screening results (PubChem)
T cell modulator: T cell immune modulation candidate. 330,000 compounds, 0.068% hits. calls only at 7 µM. 2C CD8+ T cell-vesicle binding, flow cytometry; active compounds read low;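 active = response, share of CD8 T cells binding vesicles, and their 90th percentile fluorescence all below set limits, cut at about 80% in these data, passing the limit was not always enough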
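Benchmarks: naked versus QL9-loaded vesicles / Assay system: purified 2C TCR transgenic mouse naive CD8+ T cells / Technique: high-throughput flow cytometry with anti-B7-1 and anti-CD8 staining / Timing: Cell–vesicle co-incubation 1.5 h at 37 °C, staining 20 min on ice / Read-out: percent CD8+ FL2 mean versus row control / Probe or stimulus: QL9-loaded Drosophila micro-vesicles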
bCat nuc transl: alters nuclear translocation of beta-catenin in HeLa cells | immunofluorescence imaging | nuclear translocation activity, % at 5 µM | 190,000 compounds, 0.3% hits;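 active = nuclear translocation activity above 50% at 5 µM, with a well cell count of 50 or more; inconclusive = wells under 50 cells across six images, flagged as toxic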;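 also: per-cell ratio of nuclear to cytoplasmic median beta-catenin stain intensity; plate controls were DMSO negative control for no effect and GSK-3 inhibitor IX positive control for full effect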
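Test system: HeLa cells, endogenous beta-catenin; Compound: single 5 µM dose plus 0.02–20 µM confirmation series; Times: compound exposure 24 h at 37°C; Signal: fluorescence imaging of beta-catenin antibody stain plus DAPI; Read-out: % activation, nuclear-to-cytoplasmic median beta-catenin signal ratio per cell.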
WT yeast gro inh: growth inhibition of WT yeast, mitochondrial fusion screen. mitochondrial fusion phenotypic screen, WT strain. inhibition, % at 10 µM. 190,000 compounds, 2.1% hits. AID 1362; in the data active = inhibition above about 58%; tested in S. cerevisiae
MT stabilize HCS: stabilizes microtubules in HeLa cells. HeLa tubulin immunostaining HCS, 24 h; share of cells brighter than vehicle mean+2SD. % tubulin-high responders, % at 10 µM. 200,000 compounds, 0.83% hits. AID 2205;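 active = plate Z-score above 3 for both tubulin-high and condensed-nucleus cell shares, with cell loss under 80%, at 10 µM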;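 also: anti alpha tubulin signal scored within the nucleus-defined area of each cell; some results filed as inactive read as strong as hits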
Autophagy mod: modulators of autophagy | MEF GFP-LC3 puncta imaging; test concentration mostly 10 µM | calls only at 10 µM (by protocol) | AID 463193 | 190,000 compounds, 0.98% hits;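 active = percentage of spot-positive cells more than 3 SD above its plate mean, without a fluorescence outlier flag or 80% toxicity; inconclusive = no clear call, values can overlap the other calls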;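 also: spot-positive cell cutoff set from DMSO-treated cells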
Insulin prom up: MIN6 insulin promoter up-regulation. MIN6 insulin promoter-GFP reporter, high-content imaging; active compounds read high. z-score at 5 µM. 190,000 compounds, 0.3% hits. AID 1625;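 active = z-score above 3 at 5 µM with at least 500 cells counted in the well; inconclusive = wells under 500 cells, flagged as cytotoxic or low count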
Hep lipid drop: modulators of hepatic lipid droplet formation. 240,000 compounds, 0.4% hits. AML12 mouse hepatocytes, oleate lipid droplets, BODIPY imaging. AID 1656. inhibition, % at 6.5 µM;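 active = lipid droplet intensity inhibited by at least 50%, with more than 500 cells counted; inconclusive = wells with under 300 cells, treated as cytotoxic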
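Assay system: AML12 hepatocytes (mouse); Probe or stimulus: oleic acid at 100 µM to induce lipid droplet formation; Dosing: compound at 6.5 µM only; Schedule: compound with oleate, overnight; Detection: fluorescence imaging, 20x objective, two fields per well; Measure: % inhibition of lipid droplet signal.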
Myeloid diff 2: promotes myeloid progenitor differentiation; ER-HoxA9 myeloid progenitors, lysozyme-GFP differentiation, flow cytometry; AID 624256; 360,000 compounds, 1% hits; calls only at 10 µM;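 active = normalized GFP-positive differentiation at or above the plate's own cutoff, the solvent-only control mean plus 3 SD; inconclusive = no clear call, values can overlap the other calls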;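 also: cells exposed to compound for four days before flow analysis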
West Nile virus CPE: inhibition of WNV-induced cytopathic effect – cell-based, CPE readout (AID 1621); West Nile virus-infected cells, CPE inhibition; higher % means a stronger effect; one-dose CPE inhibition, % at 10 µM; IC50 in µM for titrated hits; 290,000 compounds, 0.02% hits; in the data active = a potency from the dose series; inconclusive = CPE inhibition mostly from about 3.7% at the one dose, without a potency; inactive = the rest, 99 in 100 with CPE inhibition below about 2.2%; also: strong numbers were not always called active
WT yeast gro inh mutant strain: second read-out of WT yeast gro inh, no call of its own (marks repeat the call); inhibition, %; mitochondrial fusion phenotypic screen, mutant strain inhibition
Insulin prom up cell count: also measured in Insulin prom up; calls as there; cell count; measured here: cytotoxicity, nuclei count;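 total cells summed across four imaged fields per well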
Hep lipid drop cells 6.5 µM: also measured in Hep lipid drop; calls as there; cell count; measured here: cell count, cytotoxicity flag;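 cells counted across two imaged fields per well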
bCat nuc transl cell count 5 µM: second read-out of bCat nuc transl, no call of its own (marks repeat the call); cell count; measured here: cell count, cytotoxicity flag
T cell modulator vesicle-bound %: also measured in T cell modulator; calls as there; double positive events, %; measured here: CD8+ vesicle-bound cell fraction;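 binding gate set so that unloaded-vesicle control wells show 10% double positive cells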
MT stabilize HCS Hoechst-high %: second read-out of MT stabilize HCS, no call of its own (marks repeat the call); % Hoechst-high responders; measured here: nuclear condensation Hoechst responders;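 share of cells brighter than vehicle mean plus two SD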
MT stabilize HCS cytotoxicity %: recorded beside MT stabilize HCS, whose call it bears; toxicity, %; measured here: cytotoxicity by cell density;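 0% = mean cell density of plate MIN control wells and 100% = no cells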
Autophagy mod cell loss 18 h: second read-out of Autophagy mod, no call of its own (marks repeat the call); toxicity, %; measured here: cell loss, nuclei count;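 cell loss after 18 h compound exposure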
Myeloid diff 2 GFP+ MAC1+ %: recorded beside Myeloid diff 2, whose call it bears; GFP+ MAC1+ double positive, %; measured here: differentiation confirmed by MAC1 staining
* = called active by the depositor; i = inactive; ? = inconclusive; / = no result given. Compounds were not picked by outcome (roughly 3.9% active in at least one column).

SMILES	T cell modulator	T cell modulator vesicle-bound %	bCat nuc transl	bCat nuc transl cell count 5 µM	WT yeast gro inh	WT yeast gro inh mutant strain	MT stabilize HCS	MT stabilize HCS Hoechst-high %	MT stabilize HCS cytotoxicity %	Autophagy mod	Autophagy mod cell loss 18 h	Insulin prom up	Insulin prom up cell count	Hep lipid drop	Hep lipid drop cells 6.5 µM	Myeloid diff 2	Myeloid diff 2 GFP+ MAC1+ %	West Nile virus CPE
CCC(=O)N1CCc2cc(S(=O)(=O)CCC(=O)NCc3ccccc3OC)ccc21	i	39	/	/	/	/	/	/	/	/	/	/	/	-2	721	i	4.0	0.0%
CC(=O)Nc1c2c(nn1-c1ccc(C)cc1)CSC2	i	29	/	/	/	/	/	/	/	/	/	/	/	-10	692	?	/	-0.1%
Cc1ccc2nc3c(cc(C(=O)NC4CCS(=O)(=O)C4)n3Cc3ccccc3)c(=O)n2c1 (stereo not drawn)	i	20	/	/	/	/	/	/	/	/	/	/	/	0	723	i	0.0	0.1%
COc1ccc(-c2ccc(-c3noc(-c4ccccc4)n3)c(OC)n2)cc1	/	/	-0.5	1017	4	17	1.8	2.4	11	i	3	0.14	1966	6	642	i	6.3	-0.3%
Cc1ccnc(Nc2nc3ccccc3o2)n1	i	50	-2.4	1112	34	30	5.0	1.6	1.6	i	-5	-0.34	1911	4	707	i	1.6	-0.4%
CSc1nc2[nH]c3c(c2c2ncnn12)CCCC3	i	40	/	/	-6	12	2.4	2.2	5.6	i	2	/	/	-18	636	i	0.8	-0.3%
CCOP(=O)(OCC)/C(C#N)=C/c1ccc([N+](=O)[O-])cc1	i	43	-0.8	1072	/	/	/	/	/	/	/	-0.04	1347	10	836	i	2.6	1.0%
O=C(c1cc(-c2ccccc2)nc2ccccc12)N1CCCc2ccccc21	i	18	2.3	1078	63*	-16*	1.5	2.1	2.2	i	-7	-0.1	1378	-20	437	i	0.5	-0.1%
O=C(Cn1c(=O)n(-c2ccccc2)c(=O)c2sccc21)N1CCCC1	i	9	0.4	848	-7	1	1.1	2.4	11	i	-11	-0.18	1081	/	/	i	0.9	0.1%
Cn1cnc2cc(NCc3cccs3)ccc21	i	25	-2.2	1050	20	-6	3.1	1.5	0.1	i	-2	-0.63	1183	2	739	i	0.0	/
O=C1CN(C(=O)c2ccccc2)c2ccccc2N1	i	58	/	/	2	6	3.2	2.2	5.1	i	-10	0.23	1357	-3	746	i	0.3	0.6%
O=C1CCc2cc(S(=O)(=O)N3CCC(C(=O)NCc4ccccn4)CC3)ccc2N1	i	44	-3.5	1223	-19	13	5.1	2.5	6.3	i	15	-0.33	1469	-8	633	i	1.3	/
O=C(CCCn1c(=O)[nH]c2ccsc2c1=O)NCc1cccs1	i	36	-0.7	1304	3	23	5.0	4.3	5.9	i	-6	1.1	1436	/	/	i	0.5	0.3%
CCc1nnc(SCC(=O)Nc2nccs2)n1CC	i	35	/	/	/	/	/	/	/	/	/	/	/	0	790	i	0.6	0.3%
CCN(CC)C(=O)Cn1cc(C(=O)C(=O)N(CC)C2CCCCC2)c2ccccc21	i	11	/	/	/	/	/	/	/	/	/	/	/	-7	672	i	0.5	-0.6%
O=C1CSC(c2ccc(Cl)cc2)N1C1CCCCC1 (stereo not drawn)	i	35	-3.3	1161	2	1	1.7	1.7	7.4	i	27	-0.36	1346	2	787	i	0.8	-0.4%
CCN(CC)C(C(=O)Nc1ccc2c(c1)OCO2)c1ccccc1 (stereo not drawn)	i	24	-2.3	560	-13	-20	3.6	2.7	8.5	i	-4	-0.35	1199	10	759	i	0.4	-0.7%
Cc1ccc(Cn2c(C3CCCN3c3nc(C)cs3)nc3cc(C(F)(F)F)ccc32)cc1 (stereo not drawn)	i	32	/	/	/	/	/	/	/	/	/	/	/	-1	725	i	1.4	-0.9%
O=C(Cn1cc(C(=O)c2ccco2)c2ccccc21)Nc1ccccc1F	i	38	1.4	929	-5	-8	3.1	1.3	2.0	i	22	-3.1	876	-85	540	i	1.8	-1.6%
O=S1(=O)C=C(Oc2ccc(F)cc2)c2ccccc21	i	24	-0.9	1001	-4	7	2.6	0.6	25	i	-5	0.09	1393	4	706	i	1.1	-0.3%

3 of the entries above in order of their number in MT stabilize HCS Hoechst-high %, largest number first:
smiles	T cell modulator	T cell modulator vesicle-bound %	WT yeast gro inh mutant strain	MT stabilize HCS Hoechst-high %	Myeloid diff 2 GFP+ MAC1+ %	West Nile virus CPE
CCN(CC)C(C(=O)Nc1ccc2c(c1)OCO2)c1ccccc1 (stereo not drawn)	i	24	-20	2.7	0.4	-0.7%
O=C1CN(C(=O)c2ccccc2)c2ccccc2N1	i	58	6	2.2	0.3	0.6%
Cc1ccnc(Nc2nc3ccccc3o2)n1	i	50	30	1.6	1.6	-0.4%

Later entries.
SMILES	T cell modulator	T cell modulator vesicle-bound %	bCat nuc transl	bCat nuc transl cell count 5 µM	WT yeast gro inh	WT yeast gro inh mutant strain	MT stabilize HCS	MT stabilize HCS Hoechst-high %	MT stabilize HCS cytotoxicity %	Autophagy mod	Autophagy mod cell loss 18 h	Insulin prom up	Insulin prom up cell count	Hep lipid drop	Hep lipid drop cells 6.5 µM	Myeloid diff 2	Myeloid diff 2 GFP+ MAC1+ %	West Nile virus CPE
CC1(C)CC(=O)c2sc(N3CCCCC3)nc2C1	i	4	-8.9	1012	0	-4	1.4	1.4	10.0	i	-3	-1.1	1542	/	/	i	1.1	0.1%
COc1cc(C(=O)Nc2ccc(Nc3ccccc3)cc2)cc(OC)c1OC	i	61	/	/	/	/	/	/	/	/	/	/	/	7	836	i	0.5	0.0%
O=C(Nc1ccc(S(=O)(=O)N2CCCCC2)cc1)C1CC1	i	9	/	/	/	/	/	/	/	/	/	/	/	16	728	i	0.5	-1.6%
CN(c1ccc(C(=O)NC2CCCC2)cc1)S(=O)(=O)c1ccc(Cl)cc1	i	69	/	/	/	/	/	/	/	/	/	/	/	-8	490	i	0.7	-0.6%
COc1ccc(N2CC(O)=C(c3nc(-c4ccc(F)cc4)cs3)C2=N)cc1Cl	i	35	4.5	933	-15	4	7.9	6.0	1.7	i	3	0.12	1253	2	699	i	0.4	0.0%
O=C(Nc1nccs1)c1ccc(-c2ccc(Cl)cc2Cl)o1	i	6	1.2	1108	31	19	2.5	1.9	2.1	i	8	-0.93	1554	8	649	i	0.6	-1.4%
CCC1(c2ccc(F)cc2)NC(=O)N(CC(=O)c2ccc[nH]2)C1=O (stereo not drawn)	i	30	/	/	-2	11	5.5	2.0	4.2	i	-2	0.48	1301	-7	696	i	0.7	0.6%
O=C(CCC(=O)Nc1ccccc1)NNC(=O)c1cccs1	i	44	-1.5	1420	-13	9	3.4	2.6	6.3	i	7	-0.06	1544	/	/	i	1.2	0.1%
Cc1ccc(NC(=S)NCc2ccco2)c(C)c1	i	43	-0.5	1310	/	/	/	/	/	/	/	-0.23	919	21	669	i	0.6	0.0%
CC(C)c1nccn1S(=O)(=O)c1cc(Cl)ccc1Cl	i	49	-0.8	1106	6	-6	1.9	0.3	18	i	-3	0.28	1343	17	648	i	0.4	0.1%
O=C(COc1cc(Cl)c(Cl)cc1Cl)NC(=O)Nc1ccc2c(c1)OCCO2	i	0	/	/	-15	-23	4.4	2.1	2.6	i	4	-0.27	1224	25	653	i	0.5	-0.3%
CC1CCc2c(sc3ncnc(NCCCOC(C)C)c23)C1 (stereo not drawn)	i	40	-6.8	1238	-25	-6	2.4	1.4	1.7	i	2	-1.2	801	8	762	i	0.0	-0.1%
Cc1ccccc1CC1(CO)CCCN(C(=O)CCC(=O)c2ccccc2)C1 (stereo not drawn)	i	24	3.3	1126	18	5	2.4	1.8	3.5	i	25	-0.42	1436	-2	692	i	0.8	-1.3%
Nc1ccccc1NC(=O)CCn1c(=S)[nH]c2ccccc2c1=O	i	31	/	/	/	/	/	/	/	/	/	/	/	-1	643	i	0.9	-0.6%
Cc1ccc(S(=O)(=O)N2CCN(CC(=O)N(CC(C)C)c3c(N)n(CC(C)C)c(=O)[nH]c3=O)CC2)c(C)c1	i	42	-3.9	1048	-4	10	1.5	1.7	2.5	i	11	0.03	1534	0	684	i	0.8	-0.3%
Cc1ccc(NC(=O)c2ccn(C(=O)Nc3ccccc3)n2)c(C)c1	i	63	-1.3	1112	-30	5	4.8	2.8	4.8	i	1	0.64	1105	-3	792	i	0.0	0.4%
Cc1csc(NS(=O)(=O)c2ccc(Cl)cc2)n1	i	28	/	/	/	/	/	/	/	/	/	/	/	1	810	i	0.3	0.1%
CCOC(=O)CSc1nnc(-c2ccc3ncccc3c2)n1C	i	40	0.1	1274	/	/	/	/	/	/	/	0.76	944	0	724	i	0.7	1.3%
COC(=O)COc1ccc2c(=O)c(-c3ccccc3)coc2c1	i	33	-1.1	1105	/	/	/	/	/	/	/	0.1	1432	0	685	i	1.1	0.6%
CC1(C)Cc2c(sc(NC(=O)c3ccc(S(=O)(=O)N4CCCC4)cc3)c2C#N)C(C)(C)N1	i	20	/	/	/	/	/	/	/	/	/	/	/	8	658	i	0.5	-0.3%
O=C(Nc1ccc2c(c1)OCO2)C1CCN(c2ccc(S(=O)(=O)N3CCOCC3)cc2)CC1	/	/	-0.3	966	-20	-17	2.5	1.9	3.0	i	-2	/	/	/	/	i	11	0.8%
CCc1sc(NC(=O)COC)nc1-c1ccccc1	i	9	-1.9	1034	2	18	4.9	3.8	6.1	i	-6	/	/	/	/	i	0.3	0.2%
COc1ccc([N+](=O)[O-])cc1NC(=O)C(C)N1CCCC1 (stereo not drawn)	i	26	/	/	/	/	/	/	/	/	/	/	/	-11	831	i	1.0	-0.4%
